Compound activity as filed in PubChem.
RAD54 inh: blocks human RAD54 Holliday junction branch migration; Q92698; FAM/BHQ fluorescence; inhibition, % at 10.4 µM; actives 0.14% (n = 360,000); AID 602329;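 active = mean normalized replicate activity at least 40 and at least half of replicates scoring 40 or more; inconclusive = only one of the two criteria met; inactive = mean below 40 and under half of replicates reaching 40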;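 also: 0% = median of neutral control wells and 100% = median of positive control wells; inhibitors cause a drop in the FAM fluorescence signal; in these data hits start at about 50%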
F508del corr: correctors of CFTR F508del function in bronchial epithelial cells | activity (quench increase), % at 7.58 µM | actives 0.36% (n = 350,000) | AID 720511 | CFBE cells, YFP halide quenching; stimulated with forskolin plus potentiator P3; % fluorescence drop versus neutral controls;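 active = mean added fluorescence quench of at least 8% versus neutral control, with both replicates also reaching 8%; inconclusive = only one of the mean or replicate conditions met; inactive = mean below 8% and not both replicates reaching 8%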;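 also: cells transiently co-express mutant CFTR-F508del with the halide-sensitive YFP; corrector assay measuring rescue of mutant channel to the surface after 24 h compound exposure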
GSIS activator: GLuc luminescence reporter in INS-1E cells, primary screen for activators of glucose-dependent secretion of insulin. INS-1E GLuc reporter insulin secretion, 2-3 h. activation, % at 16.6 µM. actives 0.61% (n = 370,000);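 active = lowest replicate activation of at least 40%, so every replicate reaches that level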;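 also: 0% = median of neutral control wells and 100% = median of IBMX positive control wells; some compounds called inactive have numbers as strong as hits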
DENV2 CPE: inhibitors of DENV2 cytopathic effect | CPE inhibition, % at 9.99 µM | DENV2-infected cells, cytopathic effect rescue, plate reader | AID 651640 | actives 1.7% (n = 350,000); in the data active = CPE inhibition above about 20%, passing the limit was not always enough; inconclusive = no clear call, values can overlap the other calls; tested in BHK-21 cells;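 also: 0% = median of neutral control wells and 100% = median of positive control wells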
Xi reactivation: activators of X-chromosome reactivation in mouse fibroblasts; XiGFP mouse fibroblasts, % GFP-positive cells imaging, 3 d; cells co-treated with 5-aza-dC sensitizer; scaled so ellipticine positive control = 100%; activation, % at 7.58 µM; actives 0.055% (n = 360,000); AID 743238;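 active = mean normalized replicate activation at least 10% and every replicate at or above 10%; inconclusive = only one of the two criteria met; inactive = mean below 10% and not all replicates reach 10%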;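 also: 0% = median of on-plate neutral control wells and 100% = ellipticine 6 µM median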
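Material: SV40-immortalized XiGFP fibroblast cells, line 68-5-11 | Buffer or medium: DMEM containing 5-aza-dC | Dosing: One concentration, pinned | Times: 3 d treatment, 15 min room-temperature fixation | Controls: Ellipticine 6 µM positive control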
RAD52 inh: RAD52 (human) annealing inhibition; inhibition, % at 18.7 µM; actives 0.46% (n = 360,000); P43351; recombinant RAD52 DNA annealing, FRET fluorescence;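 active = every replicate showing at least 50% inhibition; inconclusive = mean inhibition at least 50% but not in every replicate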
CASP6 VEID inh: blocks human caspase-6 cleavage activity; purified caspase-6, Z-VEID-R110 cleavage fluorescence; inhibition, % at 12.5 µM; actives 0.53% (n = 350,000); AID 686996;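 active = mean inhibition across replicates at least about 35%, with every replicate also reaching that limit, limit read from the data; inconclusive = only one of the two criteria met; inactive = neither criterion met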;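 also: 0% = median of neutral control wells and 100% = no fluorescence left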
Target sequence (P55212 24-179 limits assumed): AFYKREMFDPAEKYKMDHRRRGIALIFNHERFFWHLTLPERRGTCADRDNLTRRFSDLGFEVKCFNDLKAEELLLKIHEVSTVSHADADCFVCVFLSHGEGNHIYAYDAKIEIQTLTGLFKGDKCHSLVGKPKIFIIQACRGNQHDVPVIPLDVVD
Target sequence (P55212 194-293 limits assumed): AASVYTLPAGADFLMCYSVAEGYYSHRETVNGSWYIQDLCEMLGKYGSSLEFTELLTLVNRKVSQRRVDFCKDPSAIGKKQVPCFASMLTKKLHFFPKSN
E-selectin induc: E-selectin induction on HUVECs | AID 686992 | actives 0.37% (n = 260,000) | P16581 | activation, % at 7.58 µM | HUVEC E-selectin immunofluorescence imaging; normalized: neutral wells 0, TNF-alpha wells 100;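 active = mean E-selectin-positive cell signal at least 10% of the positive control, reached in at least 60% of replicates, without over 20% cell loss; inconclusive = no rule given, readout overlaps actives, possibly toxicity-flagged; inactive = the rest, including those meeting only one limit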;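 also: in these data hits start at about 27%; measured in HUVEC primary endothelial cells; signal is the percent of cells scored E-selectin positive by PE staining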
Target sequence (P16581 whole entry, looked up): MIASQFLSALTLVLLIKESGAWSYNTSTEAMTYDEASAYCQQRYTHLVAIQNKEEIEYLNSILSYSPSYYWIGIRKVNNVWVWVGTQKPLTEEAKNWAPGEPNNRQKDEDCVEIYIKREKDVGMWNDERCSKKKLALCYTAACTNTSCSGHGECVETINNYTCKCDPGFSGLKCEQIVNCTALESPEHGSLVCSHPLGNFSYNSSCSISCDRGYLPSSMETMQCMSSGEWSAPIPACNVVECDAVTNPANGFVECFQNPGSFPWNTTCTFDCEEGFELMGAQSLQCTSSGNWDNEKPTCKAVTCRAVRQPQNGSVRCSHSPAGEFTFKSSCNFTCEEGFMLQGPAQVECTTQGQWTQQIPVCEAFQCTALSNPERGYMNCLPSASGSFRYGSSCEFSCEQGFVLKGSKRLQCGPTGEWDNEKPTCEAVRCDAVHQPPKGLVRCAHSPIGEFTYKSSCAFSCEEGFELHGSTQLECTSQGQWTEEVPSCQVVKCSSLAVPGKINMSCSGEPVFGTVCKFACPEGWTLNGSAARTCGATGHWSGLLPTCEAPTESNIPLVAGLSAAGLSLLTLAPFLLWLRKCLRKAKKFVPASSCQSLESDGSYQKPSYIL
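Test system: HUVEC; input: 3,000 HUVEC/well; measured by: immunofluorescence imaging; read-out: % PE-positive cells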
* = called active by the depositor; ? = inconclusive; . = no result given; & = joins results of further samples.

canonical_smiles	RAD54 inh	F508del corr	GSIS activator	DENV2 CPE	Xi reactivation	RAD52 inh	CASP6 VEID inh	E-selectin induc
O=C(O)C(=Cc1ccccc1[N+](=O)[O-])c1ccccc1	1	-0.5	.	-7	0.3	-12	2	-0.2
COc1cc2c(cc1NC(=O)c1ccccc1-c1ccccc1C(=O)O)-c1ccccc1C2	-6	-1.8	-14	-1	0.1	-23	2	0.5
Cc1ccccc1CS(=O)(=O)CCC(=O)NCc1ccc(F)cc1Cl	0	-0.1	0	18	0.2	-18	-1	?
Cc1cc(OC(C)C(=O)NCC2CCC(C(=O)O)CC2)c2c(C)c(C)c(=O)oc2c1 (stereo not drawn)	1	2.2	4	-7	.	-7	-1	.
COCC#Cc1ccc([C@@H]2[C@H](CO)N3C(=O)CN(C(=O)C4CCC4)C[C@@H]23)cc1	.	0.8	0	9	0.0	-6	1	-0.1
CC1C(=O)Nc2ccc(S(=O)(=O)Nc3ccccc3Br)cc2NC1=O (stereo not drawn)	-1	-2.0	.	1	0.1	10	-1	-0.1
Cc1c(C)n(CCc2ccccc2)c2ncnc(NN)c12	2	-1.0	54	-2	0.2	-7	2	.
Cn1c(SCC(=O)NC(=O)NCc2ccccc2)nnc1C(F)(F)F	10	-0.5	26	0	0.1	-4	2	6.0
CCCNC(=O)N(C)C[C@@H]1Oc2ncc(-c3cccc(C#N)c3)cc2C(=O)N([C@H](C)CO)C[C@@H]1C	-5	-3.0	0	0	0.1	10	.	-0.1
CC(C)NC(=O)N(C)C[C@H]1OCCCC[C@@H](C)Oc2ccc(NC(=O)NC3CCCCC3)cc2C(=O)N([C@@H](C)CO)C[C@H]1C	-7	-0.2	-6	7	0.2	0	1	-0.1
CCNC(=O)C[C@@H]1CC[C@@H]2[C@H](COC[C@H](O)CN2C(=O)c2cccnc2)O1	1	-0.9	14	4	0.1	-14	1	0.0
COc1ccc(C#Cc2ccc([C@H]3[C@H](CO)N4CCCCN(C)C[C@@H]34)cc2)cc1	3	-1.7	3	-21	0.0	63*	-1	0.2
O=C(CNC(=O)c1ccc(Cl)cc1Cl)Nc1ccc(F)cc1	.	1.1	3	9	0.0	-9	1	2.9
CCC(=O)N1[C@@H]2Cn3c(cccc3=O)[C@H]1[C@@H](C(=O)NCc1ccc(F)cc1)[C@@H]2CO	-5	0.7	4	?	0.2	-10	12	0.1
CO[C@H]1CN(C)C(=O)c2cc(NC(=O)Nc3ccccc3)ccc2OC[C@H](C)N(C(C)=O)C[C@H]1C	-5	1.2	-1	66*	0.0	3	-3	-0.1

Continued.
canonical_smiles	RAD54 inh	F508del corr	GSIS activator	DENV2 CPE	Xi reactivation	RAD52 inh	CASP6 VEID inh	E-selectin induc
CCOc1cccc(NC(=O)/C(C#N)=C\c2cccnc2)c1	.	0.5	-5	-6	0.0	-72	4	3.7
COC(=O)[C@]12C[C@H](CC(=O)NCC34CC5CC(CC(C5)C3)C4)C(=O)N(Cc3ccc4c(c3)OCO4)C1=C[C@H](COCc1ccccc1)O[C@@H]2C	.	4.6	.	16	0.2	-10	-1	-0.1
O=C(Nc1cc(F)ccc1F)N1CCCCN2[C@@H](CO)[C@@H](c3ccc(C4=CCCCC4)cc3)[C@@H]2C1	0	0.1	9	-25	0.1	54*	1	0.4
C[C@@H]1CN([C@@H](C)CO)C(=O)c2cc(NS(=O)(=O)c3ccccc3)ccc2O[C@H]1CN(C)C(=O)Nc1ccc(F)cc1	10	-1.0	7	-1	-0.1	-22	1	0.0
CC(C)(C)NC(=O)c1ccc(Cn2cc(C(F)(F)F)ccc2=O)cc1	3	0.4	-1	-8	0.0	-7	0	.
O=C(C[C@H]1C[C@H]2c3cc(NC(=O)Nc4ccccc4)ccc3O[C@H]2[C@H](CO)O1)NCc1cccnc1	3	0.4	8	.	0.0	.	.	-0.3
CC(=O)OCC1OC(n2cc(F)c(=O)[nH]c2=O)C(OC(C)=O)C1OC(C)=O (stereo not drawn)	-2	3.4	-4	-4	0.2	2	1	-2.1
Cc1ccc(S(=O)(=O)N(C)C[C@@H]2OCCCC[C@@H](C)Oc3ccc(NC(=O)NC(C)C)cc3C(=O)N([C@@H](C)CO)C[C@@H]2C)cc1	-2	-0.7	2	3	0.3	9	2	0.1
O=C(CN1C(=O)NC(c2ccccc2)(c2ccccc2)C1=O)N1CCOCC1	3	0.0	-3	-8	0.1	-10	0	.
CCCNC(=O)N(C)C[C@H]1Oc2cc(C3=CCCCC3)ccc2S(=O)(=O)N([C@H](C)CO)C[C@@H]1C	-7	-2.4	4	-17	0.0	7	-2	0.2
C/C(=C\c1ccccc1)C(=O)Nc1ccc(Cl)cn1	-9	1.1	-4	4	0.1	-9	0	0.2
O=C(C1=C(Nc2ccccc2)c2ccccc2S(=O)(=O)N1)c1ccccc1	.	.	-14	-2	-0.1	-78	1	.
COc1cccc(S(=O)(=O)N[C@H]2CC[C@@H](CC(=O)NCc3ccncc3)O[C@@H]2CO)c1	-6	2.4	-16	2	-0.1	2	-3	0.0
C[C@@H]1CN([C@@H](C)CO)C(=O)Cc2cc(NC(=O)Cc3ccccc3)ccc2O[C@@H]1CN(C)Cc1ccncc1	-1	1.3	19	-3	0.0	0	-2	?
O=C(C[C@H]1C=C[C@@H](NC(=O)c2ccccn2)[C@@H](CO)O1)NCc1cc(F)cc(F)c1	3	0.3	4	7	0.1	-12	2	1.0

Later entries
canonical_smiles	RAD54 inh	F508del corr	GSIS activator	DENV2 CPE	Xi reactivation	RAD52 inh	CASP6 VEID inh	E-selectin induc
CCCNC(=O)[C@@H]1[C@@H](CO)[C@@H]2Cn3c(ccc(-c4cccc(OC)c4)c3=O)[C@H]1N2C(=O)NCCC	12	1.0	3	2	0.5	-3	1	-0.1
S=C(NCc1ccc(Cl)c(Cl)c1)Nc1ccc2c(c1)OCO2	.	.	-8	-3	0.2	-20	35	-0.1
Cc1ccc(S(=O)(=O)Nc2ccc3c(c2)C(=O)N([C@@H](C)CO)C[C@H](C)[C@@H](CN(C)C(=O)Nc2ccc4c(c2)OCO4)OCCCC[C@@H](C)O3)cc1	-1	-1.3	-35	2	0.5	-10	3	-0.1
C[C@H](CO)N1C[C@H](C)[C@H](CN(C)C(=O)Nc2ccccc2)Oc2ccc(NC(=O)NC3CCCCC3)cc2CC1=O	-9	0.7	17	-11	-0.4	9	0	0.5
CCOC(=O)C(Cc1c(F)cccc1Cl)c1ccno1 (stereo not drawn)	.	-0.2	21	-2	-0.2	0	0	-1.1
COc1ccc(CCNC(=O)CCNC(=O)c2ccc(Cl)cc2)cc1OC	.	.	12	1	0.4	12	-7	11
COCC(=O)N1CC2(C1)[C@H](c1ccc(-c3ccc(C)cc3)cc1)[C@@H](CO)N2C(C)=O	.	2.7	2	-3	0.1	-8	-1	-0.1
CCc1cccc(OCC(=O)Nc2ccccc2N2CCCC2)c1	.	-1.4	-19	-4	-0.1	-15	-4	0.2
Cc1ccc(OCc2cc(C(=O)N3CCN(C4CCCC4)CC3)no2)cc1C	11	-0.8	-22	-4	0.6	-17	-1	0.0
CC(=O)N1c2ccc(S(=O)(=O)N3CCC(C(=O)N4CCCC(C)C4)CC3)cc2CC1C (stereo not drawn)	11	0.1	-30	11	0.0	9	4	.
COc1cc(/C=C2\Oc3cc(O)ccc3C2=O)ccc1O	-31	3.3	7	-5	.	-432	-1	.
Cc1cc(N2C(=O)c3ccccc3C2=O)n(C)n1	.	.	-1	5	-0.1	0	0	-0.1
S=c1nc(-c2sccc2OCc2ccc(Cl)cc2Cl)[nH][nH]1	.	1.8	2	12	0.0	-14	2	.
CNC[C@@H]1Oc2c(NC(=O)c3cc(C)nn3C)cccc2C(=O)N([C@@H](C)CO)C[C@H]1C	-21	-3.1	1	4	-0.9	-3	1	.
O=C(Nc1cccc(-c2nnn(CC(=O)N3CCc4ccccc4C3)n2)c1)C1CCC1	-5	-3.3	-4	0	.	-9	-4	.

(further entries)
canonical_smiles	RAD54 inh	F508del corr	GSIS activator	DENV2 CPE	Xi reactivation	RAD52 inh	CASP6 VEID inh	E-selectin induc
CO[C@H]1CN(C)C(=O)c2ccc(NC(=O)C3CCC3)cc2OC[C@H](C)NC[C@H]1C	-4	.	5	0	0.0	-3	0	0.6
CN(C)c1cccc2c1c(NC(=O)Nc1ccc(F)cc1F)nn2C	.	0.0	5	-1	0.0	-4	3	0.0
COCc1ccccc1C1=CC(=O)C[C@H](c2ccc(F)cc2)C1	4	3.8	-4	.	0.0	.	.	1.2
CCCNC(=O)N(C)C[C@H]1Oc2ncc(Br)cc2C(=O)N([C@@H](C)CO)C[C@H]1C	4	0.5	12	5	0.1	-9	0	-0.3
Cc1ccccc1N1C(=O)Cc2ccccc2C1=O	-10	0.9	6	-3	0.1	13	54*	.
Cn1cnnc1SCC(=O)c1cc2ccccc2oc1=O	.	-0.1	-19	2	.	-52	24	.
O=C(COC(=O)c1ccc(CSc2ccc(Cl)cc2)cc1)Nc1ccccc1	2	.	3	-6	0.1	4	-4	1.2
Cc1ccccc1S(=O)(=O)N(C)C[C@@H]1OCc2cn(nn2)CCCC(=O)N([C@H](C)CO)C[C@H]1C	-14&6&-10	-3.3&-0.3&-1.1	7&-3	-6&-10&3	0.1&-0.3	-3&16&11	-3&0&2	-0.2&0.3
Cn1c(/C=C/c2ccccc2[N+](=O)[O-])nc2ccccc2c1=O	-6	-12	2	0	-0.1	-31	-1	.
CCOCC(=O)Nc1ccc([N+](=O)[O-])cc1Cl	.	1.8	-5	-4	0.0	-16	-1	.
C[C@H]1CCCCO[C@H](CN(C)Cc2ccc(C(F)(F)F)cc2)[C@@H](C)CN([C@@H](C)CO)C(=O)c2cc(NS(=O)(=O)c3ccc(Cl)cc3)ccc2O1	-5	3.3	-19	-1	0.1	1	-2	-0.2
CC1CCCN(CCCNC(=O)c2ccc(N3CCCC3=O)cc2)C1 (stereo not drawn)	10	2.6	6	2	0.0	-3	-6	.
CCN(CC)C(=O)Cn1cc(SCC(=O)NC2CCCCC2)c2ccccc21	-9	2.5	.	2	0.0	-2	-3	0.0
COC(=O)c1ccccc1NC(=O)Cn1cnc2c1c(=O)n(C)c(=O)n2C	-1	-1.3	4	-9	0.4	1	1	0.2
CN1C=CC(=O)[C@@H](O)[C@H]1c1ccccc1Br	5	-1.2	9	3	0.1	5	-1	.

Continuation.
canonical_smiles	RAD54 inh	F508del corr	GSIS activator	DENV2 CPE	Xi reactivation	RAD52 inh	CASP6 VEID inh	E-selectin induc
O=C(C[C@@H]1C=C[C@@H](NC(=O)CN2CCOCC2)[C@@H](CO)O1)NCCc1ccccc1	-1	0.6	2	-3	-0.3	-13	0	-0.3
C[C@@H]1CN([C@H](C)CO)C(=O)Cc2cc(NC(=O)NC3CCCCC3)ccc2O[C@@H]1CN(C)Cc1ccc(Oc2ccccc2)cc1	1	-0.5	-12	-2	-0.6	-4	2	0.2
C=CCN(CC=C)C(=O)c1ccc(OC2CCN(S(=O)(=O)N(C)C)CC2)cc1	.	-3.3	-5	-3	0.0	-13	-2	0.0
COc1ccc(Cc2nc3ccc(C(=O)NCC4CCOCC4)cc3o2)cc1OC	8	-3.7	.	-8	0.1	-20	-1	-0.2
